Screening data deposited in PubChem BioAssay by several laboratories.
M. tuberculosis GlmU: inhibition of mycobacterial GlmU enzyme – biochemical, glucosamine-1-phosphate acetyltransferase (AID 1376). 220,000 compounds, 0.25% hits. inhibition, %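 (tested at 30 µM in the primary screen)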; hits with a dose series show IC50 in µM. M. tuberculosis GlmU acetyltransferase enzyme assay; higher % means a stronger effect; in the data active = inhibition above about 13%;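 note: 0% = complete reaction with vehicle and 100% = reaction without substrate; strong numbers were not always called active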
Mtb RmlCD inh: blocks M. tuberculosis RmlC and RmlD coupled enzymes; 160,000 compounds, 0.03% hits; P9WH09+P9WH11; inhibition, % at 3.6 µM; RmlC+RmlD coupled enzyme assay, percent inhibition; primary screen in compound mixtures; in the data active = inhibition mostly above about 34%, no sharp cut-off; note: some results filed as inactive read as strong as hits
Target sequence (P9WH09 whole entry, looked up): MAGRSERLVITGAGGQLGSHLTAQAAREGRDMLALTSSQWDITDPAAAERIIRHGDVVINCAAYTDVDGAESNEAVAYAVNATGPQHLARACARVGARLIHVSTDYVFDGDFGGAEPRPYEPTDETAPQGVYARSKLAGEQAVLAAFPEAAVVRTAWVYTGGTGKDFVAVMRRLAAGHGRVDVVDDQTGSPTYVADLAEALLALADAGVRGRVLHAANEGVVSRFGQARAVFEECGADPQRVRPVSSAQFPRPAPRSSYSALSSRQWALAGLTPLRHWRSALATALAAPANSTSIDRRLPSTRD
Target sequence (P9WH11 whole entry, looked up): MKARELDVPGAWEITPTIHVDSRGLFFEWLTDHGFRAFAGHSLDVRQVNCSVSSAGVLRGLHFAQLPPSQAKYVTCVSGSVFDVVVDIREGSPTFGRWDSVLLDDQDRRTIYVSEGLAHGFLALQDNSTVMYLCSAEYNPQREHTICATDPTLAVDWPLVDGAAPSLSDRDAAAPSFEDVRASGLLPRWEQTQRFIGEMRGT
An asterisk follows results filed as active; x = not tested or not shown. These rows are one share of the data, so the mix of outcomes need not match the whole.

SMILES | M. tuberculosis GlmU | Mtb RmlCD inh
O=C(CSc1nc2ccccc2n1S(=O)(=O)c1ccccc1)N1CCCCC1 | -3.8% | x
C/C(=N\NC(=O)c1ccccc1O)c1c(O)cc(C)oc1=O | 4.7% | 1
O=C(NC(=S)N1CCCc2ccccc21)c1ccc([N+](=O)[O-])cc1 | -3.3% | -7
Cc1cc(C)cc(COn2ccnc2)c1 | 4.9% | x
COc1ccc(NC(=S)Nc2cccc(C(F)(F)F)c2)c(C)c1 | 0.1% | x
Cc1ccc(NC(=O)N2CCOCC2)c(C)c1 | 2.1% | 9
O=C(NC1CCCCCCC1)c1c(O)c2ccccc2[nH]c1=O | -1.1% | -8
CC(C)C(=O)Nc1ccc(NC(=S)NC(=O)c2cc3ccccc3o2)cc1 | 0.2% | 13
N#Cc1ccc(S(=O)(=O)N2CCc3[nH]c4ccc(F)cc4c3C2)cc1 | 1.1% | x
Cc1cc(/C=N/n2c(COc3ccccc3C)nc3ccccc3c2=O)c(O)c([N+](=O)[O-])c1 | -5.5% | 9
CCOC(=O)CSC(C)C(=O)Nc1nnc(C(C)C)s1 (configuration not stated) | -1.7% | x
O=C1C2CCCN2C(=O)N1CCCCN1CCN(CCO)CC1 (configuration not stated) | 8.1% | -9
O=c1c2cn[nH]c2[nH]c(=S)n1-c1ccccc1F | -2.5% | 13
O=C(NCC1CCCO1)c1cccs1 (configuration not stated) | 8.5% | x
COCc1cc(=O)[nH]c(-c2ccccc2OC(F)(F)F)n1 | -5.0% | -7
O=S(=O)(ON(c1ccccc1)S(=O)(=O)c1ccccc1)c1ccccc1 | -3.6% | -65
CC(C)NC(=O)CCNC(=O)c1ccc(F)cc1 | 4.4% | -7
Cc1ccsc1C1CC(=O)OC2=C1C(=O)CC(C)(C)C2 (configuration not stated) | -4.3% | 12
CC(C)CC(=O)NC(=S)Nc1ccc(NC(=O)c2cccs2)cc1 | -6.8% | 0
COc1ccc(Nc2nc(N)nc(CN3CCN(c4ccccn4)CC3)n2)cc1 | -4.3% | -5
Cc1cc(C)c2c(=O)n(CC(=O)Nc3ccc(Cl)cc3)sc2n1 | 13%* | -5
Nc1nc2ccc(N3CCOCC3)cc2s1 | -1.4% | x
Oc1ccc2cc(Br)ccc2c1CN1CCCC1 | 1.1% | -1
CCNC(=O)C1=C(O)c2sccc2N(C)S1(=O)=O | -2.5% | 3
COc1ccc(Nc2ncnc3sc(-c4ccccc4)cc23)cc1OC | 7.3% | -14
CSc1nnc2n(-c3ccc(C)cc3)c(=O)c3c4c(sc3n12)COC(C(C)C)C4 (configuration not stated) | -2.8% | 3
Cc1ccccc1NC(=S)N(Cc1ccco1)C(C)c1cccs1 (configuration not stated) | 0.5% | 6
Cc1noc(C)c1COC(=O)c1ccccc1NC(=O)c1ccco1 | -0.5% | -15
COc1ccc(S(=O)(=O)NN(C)c2ncc(C(F)(F)F)cc2Cl)cc1 | x | -13
CCN(CC)c1ccc(C=Nc2ccc(C)cc2C)c(O)c1 | -2.5% | 5
COc1ccc(NC(=O)CC2SC(=NCc3ccccc3OC)NC2=O)cc1 (configuration not stated) | 7.4% | -2
COc1ccc(C(=O)NNS(=O)(=O)c2ccc(C)cc2)cc1 | -2.5% | 1
CCCCNC(=S)NNC(=O)c1sccc1C | -4.2% | 43
CC(=O)c1c(N2CCCCC2)nc(=S)n(-c2ccccc2)c1C | 2.2% | 51
NC(=O)c1cccnc1Oc1ccc(Cl)cc1Cl | 0.6% | -10
CCCCCCCCS(=O)c1sc2nc(C)cc(C)c2c1N (configuration not stated) | 4.5% | -6
CCCOC(=O)c1ccc(NC(=O)c2ccccc2OC)cc1 | -4.0% | 10
CCOC(=O)N1CCN(C(=O)Cn2c(C)cc3ccccc3c2=O)CC1 | -3.1% | 2
COc1ccc(OC)c(S(=O)(=O)n2cnc3cc(C)c(C)cc32)c1 | -0.4% | 12
CCCSc1nnc(CN2CCOCC2)n1C | 0.6% | x
CCOC(=O)c1cccc(NC(=S)N2CCN(c3ncc4c(=O)c(C(=O)O)cn(CC)c4n3)CC2)c1 | 2.7% | -12
COc1ccc(NC(=O)C(c2ccc(C)cc2)N(C)C(=O)Cc2cccs2)cc1 (configuration not stated) | -2.4% | x
Cc1cc(-c2csc(NC(=O)c3cc4ccccc4o3)n2)c(C)n1C | 2.4% | -1
O=C1CC(c2ccc(F)cc2)C(n2cncn2)C(O)=C1C1NCCc2ccccc21 (configuration not stated) | -4.6% | x
Cc1ccc(NC(=O)c2cccc3c2C(=O)N(C2CCCCC2)C3)cc1 | -7.0% | x
Cc1ccnc(Sc2ccc([N+](=O)[O-])cn2)n1 | -4.1% | 11
COc1ccc(OC)c(NC(=O)Cn2c(-c3ccc(Cl)cc3)noc2=O)c1 | 6.2% | -3
Cc1nc(C(=O)Nc2ccc(F)cc2)nn1-c1ccc([N+](=O)[O-])cc1 | -2.5% | 5
CCOC(=O)/C(=N/Nc1ccccc1)Sc1nnc(CCc2ccccc2)n1-c1ccccc1 | 3.0% | x
C#CCSc1nnc(-c2ccc(OC)cc2)o1 | -6.7% | 8
CCn1c(Cc2ccccc2)nnc1SCC(=O)N1CCCCC1 | 0.3% | -17
Cc1ccc2c(c1)NC(=O)c1cccc([N+](=O)[O-])c1CO2 | -4.3% | x
O=C(NC1CC1)C1CCN(C2CCN(C(=O)/C=C/c3cccc(F)c3F)CC2)CC1 | 2.3% | -9
Cc1cc(C)nc(NS(=O)(=O)c2ccc(NC(=O)Cn3c(=O)oc4ccccc43)cc2)n1 | 1.1% | -9
Cc1cc2nc(-c3ccc(SCC(=O)NC(C)C)nc3)[nH]c2cc1C | -0.2% | 4
CCn1c(SCC(=O)N/N=C/c2ccccc2OCC(=O)O)nnc1-c1ccccc1 | 0.2% | 6
CC1=CC(=C2N=C(c3ccccc3)OC2=O)C=C(C)O1 | 8.2% | x
S=C(NNc1cccc(Cl)c1)NC1CCCCC1 | -3.0% | 8
CN1CCN(C(=O)C2=C[C@@H](c3ccccc3)C[C@@H](OCc3ccc(CO)cc3)O2)CC1 | 2.3% | x
COc1ccc(CCn2c(-c3ccc(F)cc3)nc3c(c(=O)c4ccccc4n3C)c2=O)cc1OC | -3.4% | 15

Carrying on:
SMILES | M. tuberculosis GlmU | Mtb RmlCD inh
Cc1cc(=O)n(CCc2ccccc2)c(O)c1C#N | -4.2% | x
CCOC(=O)c1ccc(-n2ccnc2)c(NC(=O)c2ccc(Cl)cc2)c1 | 4.1% | 6
Cc1ccc2cc(CCNC(=O)c3ccc4c(c3)OCO4)c(=O)[nH]c2c1 | -3.0% | 5
Cc1ccnc(NC(=O)c2ccc(N3C(=O)CCC3=O)cc2)c1 | 1.8% | -9
Cc1cc2n(c(=O)c1C#N)CCCN2c1cccc(Cl)c1 | -6.4% | x
Cn1c(SCC(=O)NCc2ccc(F)cc2)nc2c([nH]c3ccccc32)c1=O | 3.9% | -7
COc1ccc(CNC(=O)Cn2cc3c(n2)CCCCC3)cc1 | 2.5% | 1
COC(=O)/C(=C\C=C\c1ccccc1)NC(=O)c1ccccc1 | -1.3% | x
CC(=O)Nc1ccc(NCN2C(=O)C3C4CCC(C4)C3C2=O)cc1 (configuration not stated) | -0.8% | -5
O=C1NC(=O)N(c2ccccc2)C(=O)/C1=C\c1ccc([N+](=O)[O-])s1 | 6.0% | -15
O=C(NCc1ccc(F)cc1)c1cnn2ccccc12 | 2.9% | -2
COc1ccc(N(C)S(=O)(=O)c2cccc(C(=O)OCC(=O)NCc3ccccc3OC)c2)cc1 | -6.7% | 28
COc1ccc2cc(CN(CC3COCCO3)S(=O)(=O)c3ccccc3)c(=O)[nH]c2c1 (configuration not stated) | 1.8% | 3
CN(C(=O)C12CC3CC(CC(C3)C1)C2)C1CCS(=O)(=O)C1 (configuration not stated) | -4.0% | 12
CCC1=C/C(=C\c2ccc3c(c2)OCO3)C(=O)S1 | -3.5% | 14
COC(=O)c1nn(-c2ccccc2)c(Cl)c1/C=N/OCc1ccc(C)cc1 | -4.3% | x
CCN(CCCn1c(=S)[nH]c2ccc(N3CCOCC3)cc2c1=O)c1ccccc1 | 0.2% | 3
Cc1ccc(CN2C(=O)CCC2C(=O)NCc2cccnc2)cc1 (configuration not stated) | -3.9% | x
COc1ccc(C(=O)CSc2nnc(CN3CCCCC3)n2-c2ccc(F)cc2)cc1OC | -5.2% | 6
COc1cc(C(=O)OCCCN2CCOCC2)ccc1O | 2.4% | 7
O=C(NN1C(=O)C2C(C1=O)C1C=CC2C12CC2)c1ccccc1Cl (configuration not stated) | 4.1% | 5
Cc1ccc(/C=C2\SC(=S)N(CCC(=O)NNS(=O)(=O)c3ccccc3)C2=O)cc1 | -2.2% | x
CCCCCOc1ccc(Cn2ccnc2)cc1[N+](=O)[O-] | -2.6% | -9
Cc1cc2ccccc2c(=O)n1CC(=O)Nc1ccc2c(c1)OCCO2 | -2.3% | 9
CCOc1ccc(C(=O)Nc2nnc(NC(=S)Nc3ccccc3)s2)cc1 | -1.5% | -12
CCOCCCNC(=O)c1ccc(NC(C)=O)cc1 | 1.0% | x
C#Cc1ccc([C@H]2C=C(C(=O)N3CCOCC3)O[C@@H](OCC)[C@@H]2CCCO)cc1 | 0.9% | x
COc1ccc(-c2cc(C#N)nc(N3CCN(c4ccccc4)CC3)n2)cc1 | -0.4% | 39
CCN(CC)CCNc1ncnc2c1sc1nc(N3CCOCC3)c3c(c12)CCCC3 | -7.5% | x
C/C(=N\NS(=O)(=O)c1ccc(Cl)c([N+](=O)[O-])c1)c1ccc(C)o1 | 1.0% | x
COc1cc(/C=C2\S/C(=N/S(=O)(=O)c3ccccc3)NC2=O)c([N+](=O)[O-])cc1OC | 3.0% | -5
CCC(CO)NCC(O)COCc1ccc2c(c1)OCO2 (configuration not stated) | 3.9% | x
Cc1cc(C)c(S(=O)(=O)Nc2ccc3c(c2)CCC3)c(C)c1 | -4.3% | -4
Cc1ccc(NC(=O)CCC(=O)OCCCC(F)(F)C(F)(F)F)cc1 | 0.8% | 4
CC(C)CNC(=O)CSc1nnc2ccccn12 | 3.2% | 9
O=C1C2CC=CCC2C(=O)N1n1cnnc1 (configuration not stated) | -2.0% | x
CCCSc1nnc(Cn2c(=O)sc3ccccc32)n1C | 1.3% | 1
O=C(NCc1cccs1)c1cc(-c2ccc(O)cc2)on1 | -4.7% | 17
CCc1cc(CN2CCOCC2)c(NC(=O)c2ccccc2)s1 | 3.5% | 7
O=C(Nc1nnc(SCc2ccccc2)s1)c1ccco1 | -4.8% | x
O=C(NC1CCCCC1)n1c(=O)oc2cc(S(=O)(=O)N3CCCCC3)ccc21 | -4.8% | x
O=C(CC(NS(=O)(=O)c1ccc(Cl)cc1)c1ccco1)NC1CCCC1 (configuration not stated) | 6.6% | x
Cc1nnc(Nc2ccccn2)c2ccccc12 | x | -8
Cn1c(SCC(=O)Nc2nc(C(C)(C)C)cs2)nnc1C1CC1 | 4.7% | 15
COc1cccc(OCCSc2nc(N)cc(N)n2)c1 | 1.8% | x
COc1cc(Cl)c(C)cc1NC(=S)NN | 5.7% | -10
Cc1ccnc(N2CCCC(C(=O)Nc3nnc(C)s3)C2)n1 (configuration not stated) | 2.7% | x
COc1ccc(N=Nc2n(C)c3ccccc3[n+]2C)cc1 | 6.2% | -6
CCOC(=O)c1c(-n2c(C)cc(C=C3C(=O)NC(=O)NC3=O)c2C)sc2c1CCCC2 | x | -11
CN(C(=O)COc1cc(=O)n(C)c2ccccc12)c1ccc(Cl)cc1 | 1.6% | x
O=C(CN1C(=O)S/C(=C/c2cccs2)C1=O)N1CCOCC1 | 1.9% | x
O=C(CCc1nnc(Cc2ccc3c(c2)OCO3)o1)N(CC1CCC1)CC1CCCO1 (configuration not stated) | 4.7% | x
COc1ccc(S(=O)(=O)N(CC(N)=O)C2CCCCC2)cc1Cl | 2.2% | 7
CN(C)CCNC(=O)Nc1ccc([N+](=O)[O-])cc1 | 0.5% | -7
Cn1c(=O)[nH]c(=O)c2c1nc(CN1CCOCC1)n2Cc1ccc(F)cc1 | -2.0% | x
Cc1ccc(-n2c(O)c(/C=N/N3CCCCC3c3cccnc3)c(=O)[nH]c2=S)cc1 (configuration not stated) | 0.7% | x
